Ins promoter up = MIN6 insulin promoter up-regulation; MIN6 insulin promoter-GFP reporter, high-content imaging; stronger effect = higher value; z-score at 5 µM; 190,000 tested, 0.3% active; AID 1625;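 active = z-score above 3 at 5 µM with at least 500 cells counted in the well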
ER stress rescue = protection against thapsigargin-triggered cell killing – 384-well, CSM14.1, ATP luminescence, primary screen (AID 1222). CSM14.1 thapsigargin-induced death rescue, ATP luminescence; higher % means a stronger effect. cellular ATP content (survival), % at 20 µM; hits with a dose series show EC50 in µM. 190,000 tested, under 10 active;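 active = EC50 below 50 µM in the dose-response confirmation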;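 note: death triggered by thapsigargin at about 15 µM added after 2 h compound pretreatment; cell ATP read after overnight thapsigargin exposure of roughly 18 to 22 hours; normalized against plate controls of thapsigargin alone and 5% DMSO vehicle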
Hep lipid drop = modulators of hepatic lipid droplet formation. AML12 mouse hepatocytes, oleate lipid droplets, BODIPY imaging. inhibition, % at 6.5 µM. 240,000 tested, 0.4% active;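 active = lipid droplet intensity inhibited by at least 50%, with more than 500 cells counted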
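Assay system: AML12 mouse liver cells | Compound dosing: One dose, 6.5 µM compound | Read-out basis: Droplet intensity reduction, % inhibition | Measured by: Fluorescence imaging, 20x objective, two fields per well | Schedule: Overnight treatment with compound plus oleate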
Yfh1-off respiration = mitochondrial function rescue without frataxin homolog – Friedreich's ataxia, plus single-dose screen, dose response (AID 1465); S. cerevisiae Yfh1-off respiration, WST-1 reduction, 72 h; higher fold induction means a stronger effect; one-dose fold induction at 50 µM; EC50 in µM for titrated hits; 220,000 tested, 0.074% active;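 active = fold induction of absorbance versus untreated yeast above a set limit, then at least 30% activation at any dose in follow-up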;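 note: activators that raise dye reduction in frataxin-depleted yeast; strong numbers were not always called active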
M17LAP inhibition = P. falciparum M17LAP inhibitors, primary screen, biochemical, fluorogenic H-Leu-NHMec substrate, 1536-well (AID 1619); recombinant M17LAP, H-Leu-NHMec fluorogenic kinetic assay; higher % means a stronger effect; one-dose inhibition, % at 30 µM; IC50 in µM for titrated hits; 220,000 tested, 0.38% active;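 active = compound inhibiting the enzyme by more than half at any dose during confirmatory dose-response retesting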;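 note: plate controls were full reaction with DMSO carrier for no effect and no enzyme background for full effect; strong numbers were not always called active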
Autophagy HCS = autophagy modulation, high-content screen; MEF GFP-LC3 puncta imaging; test concentration mostly 10 µM; AID 463193; calls only at 10 µM (by protocol); 190,000 tested, 0.98% active;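 active = percentage of spot-positive cells more than 3 SD above its plate mean, without a fluorescence outlier flag or 80% toxicity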;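 note: spot-positive cell cutoff set from DMSO-treated cells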
Dynein cargo inh = dynein cargo transport inhibition | 3617.4 mouse cells, GR-EGFP nuclear translocation imaging; test concentration mostly 20 µM; stimulated with dexamethasone, 1 µM; stronger effect = lower value | z-score, hits read low | 220,000 tested, 0.47% active;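 active = plate z-score of nuclear minus cytoplasmic receptor signal below a set negative limit, without overly bright fluorescence or cell loss, cut at about -3.5 in these data, passing the limit was not always enough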;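 note: z-score of nuclear minus cytoplasmic ring GR-EGFP intensity difference per well; some compounds called inactive have numbers as strong as hits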
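Buffer or medium: tet-free, stripped-serum medium; Also added: dexamethasone, 1.0 µM final; Technique: high-content fluorescence imaging after fixation; Times: 48 h induction, 1 h compound, 30 min dex at 37 °C; Read-out: per-cell GR-EGFP intensity, nucleus versus surrounding cytoplasmic ring, well-averaged.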
MT stabilizer = microtubule stabilizers in HeLa cells. HeLa tubulin immunostaining HCS, 24 h; share of cells brighter than vehicle mean+2SD. % tubulin-high responders, % at 10 µM. 200,000 tested, 0.83% active. AID 2205;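 active = plate Z-score above 3 for both tubulin-high and condensed-nucleus cell shares, with cell loss under 80%, at 10 µM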;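 note: anti alpha tubulin signal scored within the nucleus-defined area of each cell; some results filed as inactive read as strong as hits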
M1AAP inhibition = malaria alanyl aminopeptidase activity blockers – biochemical, fluorogenic H-Leu-NHMec substrate, 1536-well (AID 1445) | 220,000 tested, 0.42% active | inhibition, % at 30 µM; hits with a dose series show IC50 in µM | recombinant M1AAP, H-Leu-NHMec fluorogenic kinetic assay; higher % means a stronger effect;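 active = primary inhibition above the hit cutoff, then over 50% inhibition at one or more dose response concentrations, cut at about 23% in these data, passing the limit was not always enough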;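 note: plate controls were DMSO full reaction for no effect and no enzyme background for full effect; strong numbers were not always called active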
Dynein cargo inh cytoplasmic EGFP = recorded beside Dynein cargo inh, whose call it bears; z-score; measured here: cytoplasmic GR-EGFP intensity; stronger effect = higher value
Dynein cargo inh nuclear GR-EGFP = also measured in Dynein cargo inh; calls as there; z-score; measured here: nuclear GR-EGFP intensity;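 lower value marks the stronger effect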
Dynein cargo inh cell count = second read-out of Dynein cargo inh, no call of its own (marks repeat the call); z-score; measured here: cell count per field
Ins promoter up cell count = recorded beside Ins promoter up, whose call it bears; cell count; measured here: cytotoxicity, nuclei count;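 total cells summed across four imaged fields per well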
Hep lipid drop cells 6.5 µM = second read-out of Hep lipid drop, no call of its own (marks repeat the call); cell count; measured here: cell count, cytotoxicity flag;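 cells counted across two imaged fields per well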
MT stabilizer Hoechst-high % = recorded beside MT stabilizer, whose call it bears; % Hoechst-high responders; measured here: nuclear condensation Hoechst responders;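 share of cells brighter than vehicle mean plus two SD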
MT stabilizer cytotoxicity % = recorded beside MT stabilizer, whose call it bears; toxicity, %; measured here: cytotoxicity by cell density;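 0% = mean cell density of plate MIN control wells and 100% = no cells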
Autophagy HCS cell loss 18 h = further read-out of Autophagy HCS, marked with its call; toxicity, %; measured here: cell loss, nuclei count;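 cell loss after 18 h compound exposure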
Starred values were filed as active, the others as inactive; i = inactive; x = no result given; + = active, no number.

molecule,ER stress rescue,Dynein cargo inh cell count,Ins promoter up,Autophagy HCS cell loss 18 h,Ins promoter up cell count,Hep lipid drop cells 6.5 µM,MT stabilizer Hoechst-high %,MT stabilizer,Autophagy HCS,Dynein cargo inh,Dynein cargo inh nuclear GR-EGFP,M1AAP inhibition,Yfh1-off respiration,MT stabilizer cytotoxicity %,M17LAP inhibition,Dynein cargo inh cytoplasmic EGFP,Hep lipid drop
O=C(Cc1ccc(Br)cc1)NCCc1ccc(Cl)cc1Cl,-1.8%,-0.15,-0.07,2,1564,681,2.3,5.0,i,0.25,0.42,5%,i,5.8,3%,-0.23,-17
CCCCCCCC(=O)N1c2ccccc2NC(=O)C1CC(=O)Nc1ccc(C(=O)O)cc1 (centres undefined),x,0.7,0.05,x,1044,690,x,x,x,-0.069,0.33,11%,i,x,0%,-0.23,8
c1ccc(CCNC2=NCCCS2)cc1,-2.5%,-0.072,0.08,-1,1250,x,1.8,1.8,i,-0.21,0.056,-6%,i,2.6,-9%,-0.19,x
COc1ccc(/C=C/C(=O)Nc2ccc(C(N)=O)cc2)cc1OC,x,0.46,x,x,x,782,x,x,x,-1.3,-0.076,1%,i,x,1%,-0.26,15
O=C(C[n+]1cccc(/C=N/O)c1)N(Cc1ccccc1)Cc1ccccc1,x,-0.57,-0.39,x,1226,689,x,x,x,0.57,0.31,3%,i,x,-7%,-0.093,-3
CC1=NN(c2ccc(Br)cc2)C(=O)/C1=C/c1cccs1,0.5%,-1.7,-0.28,-14,1630,x,1.1,3.1,i,0.86,1,7%,i,1.9,7%,-0.18,x
O=C1C2C3CCCC3=C3CCCC3C2C(=O)N1c1cccc(Cl)c1 (centres undefined),-0.9%,0.4,-0.61,21,1034,x,2.1,5.8,i,-0.52,0.013,6%,i,7.3,6%,-0.093,x
CCCCc1nnc(NC(=O)C(=O)OCC)s1,-1.4%,1.8,0.44,16,1445,730,2.9,7.6,i,-0.1,0.26,3%,i,14,15%,-0.31,2
CCCc1nc2oc3ccccc3c(=O)c2c(=O)n1-c1ccccc1,x,0.36,0.19,x,1410,738,x,x,x,0.38,0.087,7%,i,x,7%,-0.27,5
CCOC(=O)N1CCN(c2c(NCCCOC(C)C)c(=O)c2=O)CC1,-3.9%,0.5,-0.19,5,1555,569,1.3,2.1,i,0.21,0.35,2%,i,1.6,10%,-0.23,-1
CC1(CCc2ccc3c(c2)OCO3)NC(=O)c2ccccc2N1 (centres undefined),-0.8%,1.4,x,-4,x,740,2.4,3.8,i,-0.42,-0.31,6%,i,5.3,-50%,-0.27,-16
Cc1ccc2nc(-c3cccnc3SCC(=O)N3c4ccccc4CC3C)[nH]c2c1 (centres undefined),-0.9%,0.17,0.42,2,1822,521,2.0,2.0,i,0.063,0.23,7%,i,11,-9%,-0.49,-6
CCN1CCN(C(=O)C2CCN(C(=O)c3cc4sccc4n3CC)CC2)CC1,x,-1.5,-0.02,x,856,705,1.6,4.0,x,0.87,0.91,2%,i,4.4,4%,-0.026,-6
C/C(CC(=O)Nc1ccc(Cl)cc1)=N\NC(=O)C(=O)N1CCCCC1,-0.1%,-0.2,x,-10,x,745,1.5,2.3,i,0.97,0.48,2%,i,7.0,16%,-0.25,38
Oc1ccc(-c2n[nH]c(=S)n2-c2ccc3c(c2)OCCO3)cc1,-4.3%,-0.2,-0.4,-7,1325,705,1.1,2.1,i,-0.03,0.027,7%,i,6.7,-1%,-0.24,-8
Cc1ccccc1NS(=O)(=O)c1ccc(OCC(=O)NCc2cccnc2)cc1,1.0%,0.79,-0.26,32*,1415,747,3.4,3.7,+,-0.58,-0.49,2%,i,7.7,13%,-0.28,-5
CC(=O)Nc1cccc(/C(C)=N/NC(=O)c2ccc(NS(=O)(=O)c3cccs3)cc2)c1,x,-0.72,-0.13,x,1117,710,x,x,x,0.19,0.24,1%,i,x,6%,0.085,-1
CCOC(=O)c1cc2sccc2n1CC(=O)N1CCc2ccccc21,-1.7%,-0.2,-0.05,-9,1121,735,2.6,4.3,i,0.23,0.56,5%,i,0.6,-1%,-0.22,0
O=C(NC(=Nc1ccccc1)N1CCOCC1)Nc1ccccc1,1.0%,-0.64,1,40,1156,x,2.2,1.8,i,0.45,0.37,-10%,i,13,-7%,-0.17,x
CC1(C)CC2CC(C)(CN2c2ncnc3ccc(Br)cc23)C1 (centres undefined),-2.5%,0.58,-1.9,12,607,654,2.0,5.1,i,-0.69,0.51,6%,i,6.3,11%,-0.18,-31

molecule,ER stress rescue,Dynein cargo inh cell count,Ins promoter up,Autophagy HCS cell loss 18 h,Ins promoter up cell count,Hep lipid drop cells 6.5 µM,MT stabilizer Hoechst-high %,MT stabilizer,Autophagy HCS,Dynein cargo inh,Dynein cargo inh nuclear GR-EGFP,M1AAP inhibition,Yfh1-off respiration,MT stabilizer cytotoxicity %,M17LAP inhibition,Dynein cargo inh cytoplasmic EGFP,Hep lipid drop
CC(=O)C1=C(C)N(Cc2ccccc2)C(=O)N[C@H]1c1cccs1,-1.5%,-0.11,-0.37,10,1231,728,2.4,1.9,i,0.95,0.76,7%,i,9.6,-5%,-0.29,-60
C=C(C)C1CC=C(C)/C(=N/NC(=O)COc2ccccc2Cl)C1 (centres undefined),-0.2%,-0.1,-0.32,1,1373,642,4.2,1.7,i,-0.75,-0.4,5%,i,7.6,3%,0.018,2
O=C1CN(C(=O)c2cc3ccccc3o2)c2ccccc2N1,1.4%,0.0079,0.08,10,1400,612,2.6,4.3,i,0.1,0.58,-4%,i,0.2,1%,0.66,2
O=c1c2cnn(-c3ccccc3)c2ncn1Cc1ccccn1,-0.8%,0.68,-0.29,-25,1524,x,3.3,4.9,i,-1.3,-0.49,0%,i,8.0,3%,-0.33,x
CCNC(=O)NC(=O)C(C)Sc1ccc2c(c1)OCCO2 (centres undefined),4.2%,0.62,x,-14,x,763,1.1,1.3,i,-0.24,-0.065,4%,i,7.5,7.9µM*,-0.25,-3
CC(C)(C)c1nc2ccccc2c2nnc(SCC(=O)NCc3ccco3)n12,5.6%,-0.12,x,0,x,x,3.6,6.1,i,-0.027,0.19,8%,i,9.0,18%,-0.21,x
OCCN1CCN(CC(O)COc2ccc(Cl)cc2)CC1 (centres undefined),5.4%,1,-0.77,-4,732,767,0.7,0.7,i,-1.7,-0.64,-2%,i,7.4,5%,1.6,8
N#CCCn1cc(/C=N/NC(N)=S)c(-c2ccccc2)n1,-1.6%,1.4,0.02,-4,1343,701,2.5,2.8,i,-0.57,-0.36,0%,i,4.4,15%,-0.33,19
Cc1nn(-c2ccccc2)nc1C(=O)NN,x,1,0.05,x,1508,688,x,x,x,-0.34,-0.21,5%,i,x,-3%,-0.29,15
COc1ccccc1CCc1nnc(CCC(=O)N(C)Cc2cccc3cnccc23)o1,2.4%,-0.76,x,-8,x,749,1.5,3.3,i,0.49,0.82,x,i,11,x,-0.12,-7
CCN(C(=O)c1cc2c(=O)[nH]c3ccc(C)cc3c2s1)c1ccccc1F,x,-0.15,-0.4,x,1062,710,x,x,x,0.27,0.73,4%,i,x,4%,-0.27,0
O=C(Nc1cccc2c1C(=O)NC2=O)c1cccc(N2C(=O)CCC2=O)c1,-1.3%,0.44,0.34,17,1588,638,1.9,2.2,i,-0.73,-0.36,5%,i,3.9,-8%,-0.11,-19
CCOC(=O)c1cc(C(C)C)sc1NC(=O)COC(=O)CCS(=O)(=O)c1ccccc1,-0.1%,0.23,0.3,-39,1329,719,3.9,2.3,i,-0.25,-0.4,6%,i,8.3,11%,-0.28,4
CCCCCCCCc1nc(SCC(C)=O)n[nH]1,x,0.23,-0.46,x,1094,646,x,x,x,0.39,0.62,2%,i,x,-5%,-0.22,-1
COc1ccc(CNS(=O)(=O)c2ccc(F)c(C(=O)Nc3ccc(OC)cc3)c2)cc1,-4.2%,-0.13,-0.21,4,1087,683,2.4,3.8,i,0.41,0.11,2%,i,2.4,-4%,-0.31,20
